hcGAS inh: inhibitors of human cGAS | AID 1259398 | inhibition, % at 12.5 µM | actives 0.081% (n = 290,000) | recombinant h-cGAS, ATP depletion, Kinase-Glo luminescence | Q8N884;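 further: 0% = vehicle reaction and 100% = reaction without DNA for no activity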
Target sequence (Q8N884 whole entry, looked up): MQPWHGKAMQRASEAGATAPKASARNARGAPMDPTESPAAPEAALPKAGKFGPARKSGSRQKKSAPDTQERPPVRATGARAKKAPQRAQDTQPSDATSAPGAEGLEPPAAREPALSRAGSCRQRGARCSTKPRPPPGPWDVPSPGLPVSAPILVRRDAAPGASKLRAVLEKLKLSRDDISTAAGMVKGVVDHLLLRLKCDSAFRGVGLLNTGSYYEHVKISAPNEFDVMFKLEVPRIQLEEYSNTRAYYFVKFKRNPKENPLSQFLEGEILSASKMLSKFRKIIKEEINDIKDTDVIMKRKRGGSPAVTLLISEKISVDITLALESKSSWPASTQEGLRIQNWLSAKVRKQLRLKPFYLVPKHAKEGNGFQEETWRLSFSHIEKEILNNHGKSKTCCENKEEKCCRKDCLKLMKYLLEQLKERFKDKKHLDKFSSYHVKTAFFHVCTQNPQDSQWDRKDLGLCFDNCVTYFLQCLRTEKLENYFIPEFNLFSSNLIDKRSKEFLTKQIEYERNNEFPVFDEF
NPYLR7 ag: activates Aedes aegypti NPYLR7 receptor; actives 0.15% (n = 270,000); activation, % at 10 µM; HEK293T NPYLR7/Galpha15, GCaMP6s calcium fluorescence; in the data active means activation above about 40%;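 further: 0% = vehicle and 100% = reference agonist at the receptor; some compounds past the cut are filed as inactive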
mcGAS inh: mouse cGAS inhibition by luminescence. Q8C6L5. recombinant cGAS, Kinase-Glo ATP depletion luminescence. inhibition, % at 12.5 µM. actives 0.15% (n = 160,000);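 further: 0% = negative control wells and 100% = reference inhibitor with no enzyme activity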
Active calls of the source: *; · = not tested or not shown. Unless noted, no stated cut-off is given here; in the data, active means inhibition above about 40%; inactive means the rest.

SMILES | hcGAS inh | NPYLR7 ag | mcGAS inh
Cc1ccc(S(=O)(=O)N2CCN(CCCS(=O)(=O)O)CC2)cc1C | 2.7 | 3.2 | ·
O=C1N=c2ccc(Br)cc2=C1c1sc(=S)n(-c2ccccc2Cl)c1O | -2.6 | -8.3 | ·
NC1=C(c2ccccc2)S(=O)(=O)c2cc(Oc3ccccc3)ccc21 | 1.2 | 7.2 | -1.0
COc1cc(OC)c(-c2nccn2-c2ccc3n[nH]nc3c2)cc1OC | -3.9 | 1.4 | ·
CC(C(=O)NCc1ccccc1F)N1CCN(c2nc3ccccc3s2)CC1 (stereo not given) | -9.0 | 11.0 | ·
Cc1ccc2nc(SCc3ccc(Cl)cc3)nc(=O)n2c1 | 5.4 | 13.3 | 1.0
COc1cccc(-c2nc3c(NCc4ccncc4)nccc3[nH]2)c1F | -5.2 | -7.1 | -6.3
O=C(C1Cc2ccccc2C1)N1CCC(n2cc(C3CCCC3)nn2)CC1 | -2.6 | 6.8 | -23.2
CCC(C)NC(=O)CN1CN(c2ccccc2)C2(CCN(C(=O)Nc3ccccc3C(F)(F)F)CC2)C1=O (stereo not given) | -0.7 | -4.7 | -0.1
Cc1cc(C)nc(SCc2cc(=O)c(OC(=O)c3cccc4ccccc34)co2)n1 | -2.1 | -14.2 | -6.4
O=C(c1ccsc1)N1CCN(CCNC(=O)C23CC4CC(CC(C4)C2)C3)CC1 | -11.7 | -2.7 | ·
Nc1nnc(SCc2cc3c(cc2Br)OCO3)s1 | 7.5 | 2.9 | ·
NC(=O)C1CCCN1S(=O)(=O)c1ccc(Cl)c(Cl)c1 (stereo not given) | -8.7 | 5.6 | ·
c1cncc(-c2noc(C3CCCN(Cc4cc5n(n4)CCNC5)C3)n2)c1 (stereo not given) | 0.1 | 2.6 | -17.1
COc1ccc(-n2cccn2)c(CN(C)Cc2ncc[nH]2)c1 | -5.5 | -0.8 | -16.1
COc1ccc(NC(=O)C(C2CCCC2)N2CCN(C(=O)c3ccc(Cl)c(Cl)c3)CC2)cc1 (stereo not given) | -2.4 | -1.5 | -4.1
Cc1c(C(=O)NCCOC(C)C)sc2ncnc(N3CCCCCCC3)c12 | -4.2 | 24.1 | -10.3
CCOC(=O)N1CCN(C(c2ccncc2)c2c(O)cc(C)n(CC)c2=O)CC1 (stereo not given) | -9.4 | 9.5 | ·
COc1ccc(CN2CCN(Cc3ccc4nonc4c3)CC2CCO)c(F)c1 (stereo not given) | -4.2 | -8.6 | ·
CC1CC(C#N)(C(=O)NCC(C)Oc2ccc(Cl)cc2)C1 (stereo not given) | -17.7 | 1.6 | ·
OCC1(CCOc2ccccc2)CCN(c2ncnc3sccc23)CC1 | -7.1 | 4.1 | -8.6
CN1CC(=O)N2C[C@@H](NC(=O)c3ccc4nccnc4c3)C[C@H]2C1=O | -5.4 | -4.0 | ·
CSCCC(C)N1CCC(Oc2ccc(C(=O)NC3CCCC3)cc2Cl)CC1 (stereo not given) | -6.3 | 9.8 | -11.2
O=S1(=O)CC2N=C(Nc3ccc(Br)cc3)SC2C1 (stereo not given) | -1.3 | -1.2 | ·
CNC(=O)[C@H]1CN(C(=O)CC2CCCC2)[C@]2(C)C(=O)N(CC(=O)N(C)C)c3ccccc3[C@H]12 | -8.3 | 4.1 | -6.9
CS(=O)(=O)Nc1ccc(C2=NN(C(=O)C3CCCCC3)C(c3cccc(F)c3)C2)cc1 (stereo not given) | -0.2 | -0.8 | ·
C=C1C(C)(C)[C@H]2CC[C@]1(C(=O)NCCCN1CCC(O)CC1)C2 | -7.2 | 1.6 | -17.0
COc1ccc(Br)cc1S(=O)(=O)NCc1ccco1 | 2.1 | 1.1 | ·
CCOc1ccc(-c2nc[nH]c2-c2ccccc2)cc1CO | -6.4 | 0.6 | -8.1
CC(C)(C)n1ccc(C(=O)NC2CC(=O)N(Cc3ccccc3Cl)C2)c1 (stereo not given) | -0.4 | -7.4 | ·
O=C(NCCc1ccccn1)c1csc(COc2cccc(Cl)c2)n1 | -1.2 | 1.3 | -4.5
CC(C)C1CN(C(=O)c2ccn3nnnc3c2)CCCN1CC1CC1 (stereo not given) | -10.2 | · | -11.8
COc1ccccc1NC(=O)C1=C(C)N(CCC(C)C)C(=O)NC1c1cccc(F)c1 (stereo not given) | -3.9 | -0.5 | ·
O=c1cc(CS(=O)(=O)c2ccc(C3CCCCC3)cc2)nc2ccccn12 | -5.9 | 9.3 | ·
COc1ccc(OC)c2sc(N(CC3CCCO3)C(=O)c3cc(C)no3)nc12 (stereo not given) | 7.7 | -3.0 | 0.1
O=C1C=CC2OC(c3ccccc3)C(O)C2O1 (stereo not given) | -3.3 | -7.8 | -7.6
O=C(NC1CCN(C(=O)c2cc(-c3ccccc3)n[nH]2)CC1)c1ccc2ccccc2n1 | 3.7 | -7.8 | ·
O=C(Oc1coc(CSc2ncccn2)cc1=O)C1c2ccccc2Oc2ccccc21 | -5.1 | -5.0 | 22.2
CSCCCNC(=O)C1CCCN(c2nc(C)c3ccc(S(C)(=O)=O)cc3n2)C1 (stereo not given) | -9.8 | 2.1 | -14.1
COc1cccc(SCC(=O)Nc2cnc3n2CCCC3)c1 | 3.1 | -3.9 | ·
O=C(COCc1ccccc1)N1CCc2ccccc2C1c1ccccc1F (stereo not given) | -2.1 | -3.9 | -3.7
CCCCCNc1nc2c(-c3ccc(Cl)cc3)nnn2c2ccccc12 | -5.6 | -1.5 | -8.1
Cc1nn(-c2ccc(Br)cc2)c2c(=O)ccccc12 | -5.7 | -0.2 | ·
CC(C)(C)c1ccccc1S(=O)(=O)N1CCN2C(=O)C(=O)NCC2C1 (stereo not given) | -3.3 | -7.1 | 2.5
Cc1noc(-c2cccs2)c1C(=O)NCCOc1ccccc1 | 0.1 | -7.5 | 1.7
COc1ccc(C(C)(C)C)cc1S(=O)(=O)N1CCc2c(nc[nH]c2=O)C1 | -5.3 | 3.2 | ·
O=C1CCCN1c1ccc(C2=CSC3=NS(=O)(=O)CCN23)cc1 | -4.1 | -3.4 | ·
COc1ccc(Cc2nc3ccc(C(=O)NCCOc4cccnc4)cc3o2)cc1OC | -8.0 | 1.9 | ·
COc1ccccc1NC(=O)N(Cc1ccco1)Cc1cc(Cl)ccc1OS(C)(=O)=O | -8.3 | · | -7.0
NC(=O)c1ccsc1NC(=O)CSc1nnc(C2CC2)n1C1CC1 | -4.5 | 7.7 | ·
Cn1c(=S)n(CN2CCC(NC(=O)C3CC3)CC2)c2cc(Cl)ccc21 | -6.5 | 4.3 | ·
CCN(C(=O)c1nn(-c2ccc(F)cc2)c2ncccc12)C1CCCCC1 | -3.8 | · | -4.7
CN(Cc1cn[nH]c1-c1ccc(F)cc1)Cc1cccn1-c1nccs1 | -8.1 | 21.3 | ·
COc1ccc2c(c1)C1(C)CCCc3c1n-2c(=O)c1c(O)cc(=O)oc31 (stereo not given) | -1.4 | 3.2 | ·
CC(=O)c1ccc(-c2nccc(CCC(F)(F)F)n2)s1 | -8.1 | 5.0 | -13.2
Cc1ccc(Nc2ccc(N3CCN(C(=O)/C=C/c4ccccc4)CC3)nn2)cc1 | -0.2 | 9.5 | -5.5
O=C(CCN1C(=O)c2ccccc2C1=O)Nc1ccc([N+](=O)[O-])cc1 | -3.3 | -5.2 | -6.9
CN(C)C(=O)c1nnc2n1CCN(C(=O)c1ccccc1)C2 | -6.4 | 6.6 | ·
Cc1cccc(-n2nc(C(=O)NCC3CCCO3)c(=O)n(Cc3cccc(F)c3)c2=O)c1 (stereo not given) | -5.0 | 12.5 | -4.0
CSc1cccc(CN2CC[C@@H](N3CCN(c4ccccn4)CC3)[C@H](O)C2)c1 | -3.6 | 2.5 | ·

Reprinted at random: 7 records from the list
SMILES | hcGAS inh | NPYLR7 ag | mcGAS inh
Cc1cccc(-n2nc(C(=O)NCC3CCCO3)c(=O)n(Cc3cccc(F)c3)c2=O)c1 (stereo not given) | -5.0 | 12.5 | -4.0
COc1ccc(C(C)(C)C)cc1S(=O)(=O)N1CCc2c(nc[nH]c2=O)C1 | -5.3 | 3.2 | ·
O=C1CCCN1c1ccc(C2=CSC3=NS(=O)(=O)CCN23)cc1 | -4.1 | -3.4 | ·
CN(Cc1cn[nH]c1-c1ccc(F)cc1)Cc1cccn1-c1nccs1 | -8.1 | 21.3 | ·
COc1ccc2c(c1)C1(C)CCCc3c1n-2c(=O)c1c(O)cc(=O)oc31 (stereo not given) | -1.4 | 3.2 | ·
O=C(CCN1C(=O)c2ccccc2C1=O)Nc1ccc([N+](=O)[O-])cc1 | -3.3 | -5.2 | -6.9
CN(C)C(=O)c1nnc2n1CCN(C(=O)c1ccccc1)C2 | -6.4 | 6.6 | ·

Following part.
SMILES | hcGAS inh | NPYLR7 ag | mcGAS inh
Cc1cccc(NC(=O)COc2ccc(/C=C\c3[nH]c(=O)[nH]c(=O)c3[N+](=O)[O-])cc2)c1 | 3.7 | -10.3 | 3.3
O=C(NNC(=O)c1cccn(Cc2ccc(F)cc2)c1=O)c1cc2ccccc2o1 | -10.8 | -11.2 | -8.3
O=C(Nc1nnc(N2CCCCCC2)s1)c1csc2c1CCCC2 | 4.4 | 5.0 | 1.1
COc1ccc(C2=NOC(CN(Cc3cccc(C(F)(F)F)c3)C(=O)c3ccccc3F)C2)cc1 (stereo not given) | -5.4 | 2.4 | -8.0
CC1CCc2nc(/C(C#N)=C/c3ccc(O)cc3)sc2C1 (stereo not given) | -11.4 | 3.8 | ·
Clc1ccc(SCCCNC2CCCC2)cc1 | -0.8 | 13.4 | ·
O=C1N(Cc2ccccc2)C(=O)C2(CCN(Cc3ccsc3)CC2)N1CCc1ccccc1 | -6.4 | 9.7 | -16.2
O=C1/C(=C/c2cccnc2)SC(=S)N1C1CCCCC1 | -8.5 | -7.4 | -6.7
COc1ccccc1C1(CCN)CCOC(C)(C)C1 (stereo not given) | -1.5 | -4.4 | -5.0
CCc1nc2ccc(C(=O)NCC3CCCCC3)cn2c1N(C)CCN1CCOCC1 | -5.4 | 12.1 | -4.7
O=c1cc(CN2CCCC(N3CCN(Cc4ccc5c(c4)OCO5)CC3)C2)[nH]c(=O)[nH]1 (stereo not given) | -5.3 | 3.9 | ·
CCc1nc2n(n1)C(O)c1cc(N)ccc1S2 (stereo not given) | -4.1 | -5.0 | ·
CC1(C)CC(=O)C(Sc2ccc(Br)cc2)C(=O)C1 | -2.5 | -9.1 | -1.7
CN1C(=O)C(=C2SC(=S)N(C(CCC(=O)O)C(=O)O)C2=O)c2ccccc21 (stereo not given) | -1.4 | -3.4 | 1.0
CC(C)c1cc(C2CCN(C(=O)c3n[nH]c(=O)c4ccccc34)CC2)[nH]n1 | -6.0 | -0.3 | ·

Profiles, quoted from the list.
`CC1CCc2nc(/C(C#N)=C/c3ccc(O)cc3)sc2C1` (stereo not given) is listed with hcGAS inh: -11.4; NPYLR7 ag: 3.8; mcGAS inh: ·
`CCc1nc2ccc(C(=O)NCC3CCCCC3)cn2c1N(C)CCN1CCOCC1` is listed with hcGAS inh: -5.4; NPYLR7 ag: 12.1; mcGAS inh: -4.7
`O=C(NNC(=O)c1cccn(Cc2ccc(F)cc2)c1=O)c1cc2ccccc2o1` is listed with hcGAS inh: -10.8; NPYLR7 ag: -11.2; mcGAS inh: -8.3

(more compounds)
SMILES | hcGAS inh | NPYLR7 ag | mcGAS inh
COc1ccc(-c2ccc(=O)n(CCCNC(=O)c3ccco3)n2)cc1 | 8.1 | -3.6 | ·
c1ccc(-c2ncn(CC3CCCCO3)c2-c2ccnc3ccccc23)cc1 (stereo not given) | -3.8 | 4.0 | ·
CCN(CC)S(=O)(=O)c1ccc(Oc2ccc(F)c(Cl)c2)nc1 | -6.7 | -0.3 | ·
CCOc1ccccc1-c1cc(-c2nnc(SCc3c(F)c(F)c(F)c(F)c3F)n2C)c2ccc(Oc3ccccc3)cc2n1 | 0.5 | 10.7 | -0.2
COc1cccc(CN2CCCC(O)(CN3CCSCC3)C2=O)c1OC (stereo not given) | -5.2 | 6.7 | ·
CCc1[nH]c2ccc(CNC(=O)c3ccn[nH]3)cc2c1C | 0.5 | 19.4 | 4.6
NC(=O)c1c(SCC(=O)C23CC4CC(CC(C4)C2)C3)sc2c(O)cc(=O)[nH]c12 | -3.5 | -1.0 | -1.6
CCn1ncc(/C=C/C(=O)c2ccc(F)cc2)c1C | 3.6 | -6.8 | 23.1
NC(=O)C1CCN(CCOc2ccc(-c3[nH]ncc3-c3ccccc3)c(O)c2)CC1 | -5.8 | 3.1 | -8.9
CN1N=C(C(=O)N2CCOC(CCCc3ccccc3)C2)CCC1=O (stereo not given) | -6.3 | 13.1 | ·
Cn1c(SCC(=O)Nc2ccccc2OC(F)F)nnc1-c1ccco1 | -3.5 | -5.4 | -4.0
COc1ccccc1-c1cc(C(=O)N2CCN(Cc3ccc4c(c3)OCO4)CC2)n2nc(-c3ccccc3)cc2n1 | -1.6 | 19.9 | -4.4
O=C(NC1CCN(c2ccccc2C(=O)N2CCN(c3ccccn3)CC2)CC1)C1CCC1 | -8.9 | -1.7 | -6.5

Screens as filed in PubChem BioAssay.

Random draw from the library, and some 0.29% of all compounds hit somewhere here.
